Screens deposited in PubChem BioAssay by National Center for Advancing Translational Sciences (NCATS).
RORg inh – inhibitors of mouse ROR gamma transcriptional activity | Potency, µM (titrated, usually from 53.6 µM), inactives show at the highest dose activity change, negative = inhibition, hits mostly inhibitors | 5.4% of 310,000 active | Drosophila S2 Gal4-RORgamma UAS-luciferase reporter, 20 h | AID 2551 | P51450; also: % is scaled to controls: 0 for no effect and ±100 for the full control effect; nearly all actives have a fitted effect of over 60% in size
Target sequence (P51450 whole entry, looked up, the tested form may be a part): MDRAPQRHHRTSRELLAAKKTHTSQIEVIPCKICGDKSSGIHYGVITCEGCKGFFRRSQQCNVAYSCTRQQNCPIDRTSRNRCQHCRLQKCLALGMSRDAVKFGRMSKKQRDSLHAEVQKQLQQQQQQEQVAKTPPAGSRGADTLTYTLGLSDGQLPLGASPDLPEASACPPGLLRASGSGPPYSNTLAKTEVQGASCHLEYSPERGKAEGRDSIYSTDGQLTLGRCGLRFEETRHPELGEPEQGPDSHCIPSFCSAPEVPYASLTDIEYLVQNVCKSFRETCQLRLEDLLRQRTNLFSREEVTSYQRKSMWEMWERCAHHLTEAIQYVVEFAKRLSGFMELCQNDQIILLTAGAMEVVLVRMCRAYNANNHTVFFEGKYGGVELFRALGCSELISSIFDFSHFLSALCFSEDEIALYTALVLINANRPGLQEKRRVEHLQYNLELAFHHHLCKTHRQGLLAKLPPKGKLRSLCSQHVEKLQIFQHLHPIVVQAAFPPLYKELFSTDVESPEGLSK
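ROR gamma transcriptional activity was tracked as Gal4-UAS luciferase output in stably transfected Drosophila Schneider cells, with compound added 1 hr before 700 uM copper sulfate induction and a 20 hr ambient-temperature incubation.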
CXXC DNA block – inhibitors of human MLL CXXC domain-DNA interaction. AID 2662. Potency, µM (top dose mostly 115 µM), for the others: top-dose activity change, negative = inhibition, most hits filed as inhibitors. MLL-CXXC / FITC-HOXA9 DNA fluorescence polarization. 0.037% of 290,000 active. Q03164; active = well fitted inhibition curve with a large enough effect in the polarisation, with a control signal flat, not every such curve was filed as active; inconclusive = small, poorly fitted or top-dose-only effect, or effect the other way, or a change in a side signal; inactive = no such curve, though single readings can be large or run the other way; the % refers to the polarisation
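Purified MLL-CXXC (added from a 7 uM solution) was preincubated 5 min at ambient with pinned compounds in 50 mM Tris-HCl pH 7.5, 50 mM NaCl, 1 mM DTT, 0.05% BSA. Fluorescein-labeled HOX-A9 DNA (50 nM solution) followed, 30 min, then polarization read.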
VP16 counter – counter-screen for ROR gamma inhibitors: Gal4-VP16 reporter; Drosophila S2 Gal4-VP16 UAS-luciferase, luminescence, 20 h; Potency, µM (series often up to 53.6 µM), for the others: at the top dose activity, negative = inhibition, actives largely listed as inhibitors; 3.5% of 310,000 active;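 also: Gal4-VP16 expression switched on by copper sulfate through the metallothionein promoter; % is scaled to controls: 0 for no effect and ±100 for the full control effect; nearly all actives have a fitted effect of over 50% in size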
* = called active by the depositor; ? = inconclusive; . = no result given; & = joins results of further samples; [ ] = remark or other dose. Unless noted, calls follow the shape of the dose curve; as a rule, active = well fitted curve in the direction sought with a large enough effect; inconclusive = small, poorly fitted or top-dose-only effect, or another doubt; inactive = no such curve, though single readings can be large; an effect the other way counts as inactive or inconclusive. Potency is read from the fitted curve at half-maximal effect. The list is partial (hit frequency here may not be typical).

item | canonical_smiles | CXXC DNA block | RORg inh | VP16 counter
1 | N#Cc1nc(Nc2ccccc2)nc(NC2CCCCC2)n1 | . | . | ?
2 | N#Cc1nc(NCCCCO)nc(Nc2ccccc2)n1 | . | . | 6%
3 | COc1ccc2c(c1)c(CC(=O)O)c(C)n2Cc1ccc(F)cc1 | 0% | . | .
4 | CN1CCc2c(cc(O)c(O)c2Cl)C(c2cccc(Cl)c2)C1 (configuration not stated) | -11% | . | .
5 | COc1cc2c(cc1O)CCC1C2CC[C@]2(C)[C@@H](O)CC[C@@H]12 (some centres not stated) | 4% | . | .
6 | Nc1ncnc2c1nc(Br)n2C1O[C@H]2COP(=O)(O)O[C@@H]2C1O (some centres not stated) | 0% | . | .
7 | CC(C)=CCC/C(C)=C/CC/C(C)=C/CSc1ccccc1C(=O)O | 0% | . | .
8 | O=C(O)CC[C@H](NC(=O)c1ccccc1C(=O)O)C(=O)O | 4% | . | .
9 | CC[C@@H](C)[C@H]1O[C@]2(CC[C@@H]1C)C[C@@H]1C[C@@H](C/C=C(\C)[C@@H](O[C@H]3C[C@H](OC)[C@@H](O[C@H]4C[C@H](OC)[C@@H](O)[C@H](C)O4)[C@H](C)O3)[C@@H](C)/C=C/C=C3\CO[C@@H]4[C@H](O)C(C)=C[C@@H](C(=O)O1)[C@]34O)O2 | 3% | . | .
10 | NC(=S)NCCCC(N)C(=O)O (configuration not stated) | -1% | . | .
11 | CN1CCc2cc(Cl)c(O)cc2C(c2ccccc2)C1 (configuration not stated) | 2% | . | .
12 | NCC1OC(O[C@@H]2[C@H](O)[C@@H](OC3C(O)C(N)CC(N)C3OC3OC(CO)C(O)C(O)C3N)O[C@@H]2CO)C(N)C(O)C1O (some centres not stated) | 9% | . | .
13 | Nc1nc(Cl)nc2c1ncn2[C@@H]1O[C@H](COP(=O)(O)OP(=O)(O)OP(=O)(O)O)[C@H](O)[C@H]1O | -13% | . | .
14 | N=C1Sc2ccccc2C2=NCCCN12 | -5% | . | .
15 | OC[C@H]1O[C@@H](n2cnc3c(NCCc4ccccc4)ncnc32)[C@H](O)[C@H]1O | 1% | . | .
16 | N#Cc1c(-c2ccccc2)no[n+]1[O-] | 1% | . | .
17 | CN(C)C(=O)c1ccc(-c2nc(Nc3ccc(F)cc3)c3ccccc3n2)cc1 | . | 21% | 17%
18 | CO[C@@H]1COC(=O)[C@@H](C)COC(=O)[C@@H](C)NC(=O)C/C=C\[C@@H]1C | . | -20%[10 µM] | 4%[10 µM]
19 | O=C1[C@H]2[C@H]3[C@H](O)[C@H](O)C/C(=N/OC[C@@H](O)COCc4ccco4)[C@H]3CC[C@@H]2C(=O)N1c1cccc(Oc2ccccc2)c1 | . | 11%[10 µM] | -15%[10 µM]
20 | C[C@H]1/C=C\CC(=O)NCc2cccc(c2)CNC(=O)N[C@H]1c1ccccc1 | . | 6% | 2%
21 | COc1ccc2[nH]cc(CCNc3nc(-c4ccc(N(C)C)cc4)nc4ccccc34)c2c1 | . | ? | ?
22 | COC(=O)[C@@]1(Cc2ccccc2)[C@H]2c3cc(C(=O)N(C)C)n(Cc4ccc(OC)c(OC)c4)c3C[C@H]2CN1C(=O)c1ccccc1 | . | 16% | 10%
23 | COc1ccccc1CNc1ccnc(-c2cccc(C#N)c2)n1 | . | 39% | -12%
24 | Cc1cc(C(=O)O)ccc1[C@H](N)C(=O)O | . | -13% | -4%
25 | NC=O | . | -10% | 1%
26 | CCCNC(=O)OC[C@H]1O[C@@H](CCO/N=C\[C@@H](NS(=O)(=O)c2ccc(C)cc2)[C@H](C)/C=C\CC(=O)OC)C=C[C@@H]1Oc1ccc(OC)cc1 | . | -3%[10 µM] | 4%[10 µM]
27 | Cc1noc(C)c1C(=O)N1CCC2(CC1)CCN(c1ccccn1)CC2 | . | -28% | 2%
28 | COc1ccc(-c2nc3cnc(N4CCN(C)CC4)nc3n(Cc3cccs3)c2=O)cc1 | . | -7% | -8%
29 | CCOc1ccccc1-c1nnc2n1N=C(c1c(OC)cccc1OC)CS2 | . | -16% | 6%
30 | N#C[C@H](Cc1ccc(O)cc1)c1ccc(O)cc1 | . | 0% | -7%

Next section (6 carried over from the part before).
item | canonical_smiles | CXXC DNA block | RORg inh | VP16 counter
25 | NC=O | . | -10% | 1%
26 | CCCNC(=O)OC[C@H]1O[C@@H](CCO/N=C\[C@@H](NS(=O)(=O)c2ccc(C)cc2)[C@H](C)/C=C\CC(=O)OC)C=C[C@@H]1Oc1ccc(OC)cc1 | . | -3%[10 µM] | 4%[10 µM]
27 | Cc1noc(C)c1C(=O)N1CCC2(CC1)CCN(c1ccccn1)CC2 | . | -28% | 2%
28 | COc1ccc(-c2nc3cnc(N4CCN(C)CC4)nc3n(Cc3cccs3)c2=O)cc1 | . | -7% | -8%
29 | CCOc1ccccc1-c1nnc2n1N=C(c1c(OC)cccc1OC)CS2 | . | -16% | 6%
30 | N#C[C@H](Cc1ccc(O)cc1)c1ccc(O)cc1 | . | 0% | -7%
31 | CC(C)C[C@H](NC(=O)[C@H](CC(C)C)NC(=O)[C@@H](Cc1c[nH]c2ccccc12)NC(=O)[C@H](Cc1ccccc1)NC(=O)[C@@H](Cc1c[nH]c2ccccc12)NC(=O)[C@H](CCC(N)=O)NC(=O)[C@H](CCC(N)=O)NC(=O)[C@@H]1CCCN1C(=O)[C@H](CCCCN)NC(=O)[C@@H]1CCCN1C(=O)[C@@H](CCCNC(=N)N)NC(=O)[C@@H]1CCCN1C(=O)CNC(=O)[C@H](CC(C)C)NC(=O)[C@H](CC(C)C)NC(=O)[C@H](Cc1ccc(O)cc1)NC(=O)CNC(=O)[C@H](C)NC(=O)[C@H](CO)NC(=O)[C@H](CC(N)=O)NC(=O)[C@H](CC(C)C)NC(=O)[C@@H](NC(=O)[C@H](Cc1c[nH]c2ccccc12)NC(=O)CN)[C@@H](C)O)C(N)=O | . | 9% | -9%
32 | Cn1cnnc1Sc1c([N+](=O)[O-])ncn1C | . | ? | ?
33 | O=C1CCC=C1C(O)c1ccccc1 (configuration not stated) | . | -1%&-7% | -9%&2%
34 | Cc1noc(C)c1-c1cc(N(C)C)ncn1 | . | -7% | 7%
35 | CC(=O)N1CC=CC1(CC(C)C)C(=O)NCC1CC1 (configuration not stated) | . | 30% | 26%
36 | CCOC(=O)CNC(=O)O[C@@H]1Cc2cc(OC)ccc2O[C@H]1c1cccc(OC)c1 | . | 3% | 9%
37 | COc1ccc(C(=O)Nc2sc3c(c2C(N)=O)CCCC3)cc1OC | . | 0% | 4%
38 | O=c1c(-c2cccc(F)c2)nc2cncnc2n1Cc1ccccc1Cl | . | -19% | 4%
39 | COCCNC(=O)[C@H](C)/C=C/C(NC(=O)OCc1ccccc1)c1ccc(C(=O)OC)cc1 (some centres not stated) | . | 7% | 8%
40 | CC(C)NC(=O)N1CC[C@@]2(CCCN(C(=O)c3ccncc3)C2)C1 | . | -12% | 8%
41 | Cc1ccccc1-c1ccc2ncnc(NCCN3CCOCC3)c2c1 | . | ? | -23%
42 | O=c1c(-c2cc(F)cc(F)c2)nc2cnc(N3CCOCC3)nc2n1C[C@H]1CCCO1 | . | -14% | 4%
43 | CC(=O)N[C@@H](Cc1c[nH]c2ccccc12)C(=O)O | . | -21% | 3%
44 | COc1ccccc1CN1CCC2(CC1)CCN(S(C)(=O)=O)CC2 | . | -6% | 9%
45 | CO[C@@H]1/C=C\CC(=O)N[C@@H](C)C(=O)OC[C@@H](OC)[C@H](C)/C=C\CC(=O)OC[C@H]1C | . | 16%[10 µM] | -2%[10 µM]

The final 7 compounds of the part above lead into the next.
item | canonical_smiles | CXXC DNA block | RORg inh | VP16 counter
39 | COCCNC(=O)[C@H](C)/C=C/C(NC(=O)OCc1ccccc1)c1ccc(C(=O)OC)cc1 (some centres not stated) | . | 7% | 8%
40 | CC(C)NC(=O)N1CC[C@@]2(CCCN(C(=O)c3ccncc3)C2)C1 | . | -12% | 8%
41 | Cc1ccccc1-c1ccc2ncnc(NCCN3CCOCC3)c2c1 | . | ? | -23%
42 | O=c1c(-c2cc(F)cc(F)c2)nc2cnc(N3CCOCC3)nc2n1C[C@H]1CCCO1 | . | -14% | 4%
43 | CC(=O)N[C@@H](Cc1c[nH]c2ccccc12)C(=O)O | . | -21% | 3%
44 | COc1ccccc1CN1CCC2(CC1)CCN(S(C)(=O)=O)CC2 | . | -6% | 9%
45 | CO[C@@H]1/C=C\CC(=O)N[C@@H](C)C(=O)OC[C@@H](OC)[C@H](C)/C=C\CC(=O)OC[C@H]1C | . | 16%[10 µM] | -2%[10 µM]
46 | NC(Cc1cc(I)c(Oc2ccc(O)c(I)c2)c(I)c1)C(=O)O (configuration not stated) | . | 15% | 0%
47 | c1nc(N2CCNCC2)c2cc(-c3ccc4c(c3)OCO4)ccc2n1 | . | 18% | -5%
48 | Cn1c(=O)c(-c2ccc(F)cc2)nc2cnc(OCc3ccccc3)nc21 | . | -2% | 2%
49 | CC1(C)O[C@@H]2O[C@H]([C@H](O)CO/N=C3/[C@H]4O[C@@H]4[C@@H](O)[C@H]4[C@H]3CCn3c(=O)n(-c5ccccc5)c(=O)n34)[C@@H](O)[C@@H]2O1 | . | 19%[10 µM] | 3%[10 µM]
50 | CCNc1ncc2nc(-c3cccs3)c(=O)n(Cc3cccc(OC)c3)c2n1 | . | -14% | 8%
51 | O=C(O)/C=C(\CC(=O)O)C(=O)O | . | -22% | 2%
52 | C=CCOC(=O)N[C@@H](c1cccs1)C(C(C)=O)C(C)=O | . | 7% | -2%
53 | CC1(C)OC2C(CO)OC(n3cnc4c(=O)[nH]c(N)nc43)C2O1 (configuration not stated) | . | -25% | 4%
54 | CCCCCCC1=Cc2cc(OC)c(OC)cc2C(CC(=O)/C=C/OC)O1 (configuration not stated) | . | 4%[10 µM] | 4%[10 µM]
55 | Cc1cc2c(nc1C)CCCN2C[C@H](O)CN1CCCc2nc(-c3ccc(Br)cc3)ccc21 | . | 9%&15%[10 µM] | -13%&-1%[10 µM]
56 | COc1ccccc1CN1CC2(CCN(C(=O)c3cccc(F)c3)CC2)C1 | . | 7% | -24%
57 | COC(=O)[C@@]1(Cc2ccc(F)cc2)[C@H]2c3cc(C(=O)N4CCCC4)n(Cc4c(CO)[nH]cc(C)c4=O)c3C[C@H]2CN1C(=O)c1ccccc1 | . | 19% | 3%
58 | CC(=O)C(=O)O | . | 28% | 5%
59 | COc1cccc(Cn2c(=O)c(-c3ccc(Cl)cc3)nc3cnc(N4CCN(C)CC4)nc32)c1 | . | -3% | -2%
60 | COC(=O)C1=C(C)N(Cc2ccccc2)C2=C(C(C)=O)C(c3ccccc3)[C@@](O)(C(=O)OC)C(=O)N2C1c1ccccc1 (some centres not stated) | . | -3%&0%[10 µM] | 3%&2%[10 µM]
61 | CCCCCCCCC(C)O (configuration not stated) | . | -4% | -1%
62 | COC(=O)C1=C(C)NC(C)=C(C(=O)OCCSc2ccccc2)[C@@H]1C | . | ? | 6%
63 | Cn1c(=O)n2n(c1=O)[C@H]1[C@H](O)[C@H]3O[C@H]3C(=O)[C@H]1CC2 | . | 4%[10 µM] | -19%[10 µM]
64 | O=S(=O)(c1ccccc1)N1CCC2(CCCN(c3cccc(-c4ccccc4)c3)C2)CC1 | . | -3% | 4%
65 | Cc1cc(C)cc(C#CC2C=CC(Oc3ccc(C4CCCC4)cc3)C(CO)O2)c1 (configuration not stated) | . | 0%[10 µM] | -6%[10 µM]
66 | CO[C@H]1COC(=O)[C@H](C)NC(=O)C/C=C\[C@@H](C)[C@H](OC)COC(=O)[C@@H](OCc2ccccc2)/C=C\[C@@H]1C | . | -10%[10 µM] | -4%[10 µM]
67 | CCC[C@H](NC(=O)[C@H](CC(C)C)N(C)C(=O)CNC(=O)[C@@H](NC(=O)[C@H](Cc1ccccc1)NC(=O)[C@H](CCCCN)NC(=O)[C@@H](N)CC(=O)O)C(C)C)C(N)=O | . | 3% | -8%
68 | CO/N=C\C[C@@H]1C=C[C@H](OC(C)=O)[C@H](COC(C)=O)O1 | . | 19%[10 µM] | 5%[10 µM]
69 | CC[C@H](C)[C@H](NC(=O)[C@H](CC(C)C)NC(=O)[C@H](CC(N)=O)NC(=O)[C@@H](NC(=O)[C@@H](N)Cc1ccc(O)cc1)[C@@H](C)CC)C(=O)N[C@@H](Cc1ccc(O)cc1)C(=O)N[C@@H](CCCN=C(N)N)C(=O)N[C@@H](CC(C)C)C(=O)N[C@@H](CCCN=C(N)N)C(=O)N[C@@H](Cc1ccc(O)cc1)C(N)=O | . | -4% | 1%
70 | O=C(Oc1ccccc1)N1CCC[C@@]2(CCN(c3ncccn3)C2)C1 | . | -1% | -6%
